# EBI2 block: blocks human EBI2 receptor beta-arrestin signaling; inhibition, % at 5 µM; 360,000 tested, 0.81% active; EBI2 beta-arrestin recruitment, luminescence, 7a,25-OHC stimulated; P32249; in the data active = inhibition above about 38%;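 note: enzyme fragment complementation signal reports receptor beta-arrestin coupling in cells; 0% = agonist plus DMSO wells and 100% = wells without agonist; some results beyond the cut were filed as inactive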
# Target sequence (P32249 whole entry, looked up, the tested form may be a part): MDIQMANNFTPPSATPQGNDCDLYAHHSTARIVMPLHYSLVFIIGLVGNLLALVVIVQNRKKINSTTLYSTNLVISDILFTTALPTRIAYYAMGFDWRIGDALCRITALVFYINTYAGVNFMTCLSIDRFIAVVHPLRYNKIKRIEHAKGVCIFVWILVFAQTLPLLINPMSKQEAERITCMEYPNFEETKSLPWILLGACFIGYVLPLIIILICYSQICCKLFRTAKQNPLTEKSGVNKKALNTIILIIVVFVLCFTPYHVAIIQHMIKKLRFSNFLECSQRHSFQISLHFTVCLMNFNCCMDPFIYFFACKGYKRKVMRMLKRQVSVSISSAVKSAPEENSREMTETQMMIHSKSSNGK
# * = called active by the depositor. An excerpt, so the mix of outcomes need not match the whole.
SMILES,EBI2 block
O=c1c(=O)n(CCO)n(CCO)c(=O)n1CCO,0
C=Cc1ccc(Cn2c(C)c(C(=O)NCc3cccc(C)c3)sc2=O)cc1,3
O=C1C2C3C=CC(C3)C2S(=O)(=O)C2C3C=CC(C3)C12 (stereo unspecified),-13
O=S1(=O)CC(N2CCCC2)CN1Cc1cn(Cc2ccccc2)nn1 (stereo unspecified),-17
CC(C)(C)NC(=O)C1C(c2ccccc2)=Nc2ccccc2N1C(=O)c1ccc(C(F)(F)F)cc1 (stereo unspecified),3
Cc1ccc(Cc2c(C(C)(C)C)nc3cc(C)c(Br)c(C)n23)cc1,-17
C[C@H]1CN([C@@H](C)CO)C(=O)CCCn2cc(nn2)CO[C@@H]1CN(C)C(=O)OCc1ccccc1,-3
CCc1nc2c(OCc3cc(Cl)cc(Cl)c3)cccn2c1N(C)C(=O)CC(C)C,17
CCc1nc2c(OCc3ccc(F)c(F)c3)cccn2c1N(C)C(=O)c1ccncc1,-13
CC(C)(C)c1ccc(C(=O)NCCC(=O)NCc2ccc(F)cc2)cc1,-5
COc1cccc(NC(=O)C2(C)CCCN(C(C)C)C2)c1 (stereo unspecified),-13
CCOC(=O)[C@]12Cc3c(cc(OC)c(OC)c3OC)[C@H]1N(Cc1ccccc1)C(=O)c1cc(OC)ccc12,24
Cc1nc2c(OCc3ccc(F)c(F)c3)cccn2c1N(C)C(=O)CCC1CCCC1,16
CN1CCN(C2CN(Cc3cn(Cc4ccccc4C(F)(F)F)nn3)S(=O)(=O)C2)CC1 (stereo unspecified),-5
COc1cc2ccc(CC(=O)O)cc2cc1OC,-5
O=S1(=O)CC(N2CCCCC2)CN1Cc1cn(Cc2ccccc2)nn1 (stereo unspecified),-7
COc1ccc(C(=O)NCCNc2nc3cc(C)cc(C)c3cc2C#N)c(OC)c1,-1
Sc1ccccc1N=Cc1cccs1,-3
CCN1CCC[C@H]1CNCCCn1cnc2c(SC)ncnc21,-6
CC(=O)Nc1ccc(S(=O)(=O)NN=c2sc3ccccc3n2C)cc1N,-15

# Quoted at random: five compounds from above
SMILES,EBI2 block
CN1CCN(C2CN(Cc3cn(Cc4ccccc4C(F)(F)F)nn3)S(=O)(=O)C2)CC1 (stereo unspecified),-5
CCN1CCC[C@H]1CNCCCn1cnc2c(SC)ncnc21,-6
CCOC(=O)[C@]12Cc3c(cc(OC)c(OC)c3OC)[C@H]1N(Cc1ccccc1)C(=O)c1cc(OC)ccc12,24
COc1cc2ccc(CC(=O)O)cc2cc1OC,-5
Sc1ccccc1N=Cc1cccs1,-3

# Further records follow:
SMILES,EBI2 block
O=C(NCc1ccc(F)cc1)c1cc(C2CCCN(C(=O)C3CCCCC3)C2)on1 (stereo unspecified),3
c1cc(-c2ccc(N3CCOCC3)cc2)n2cnnc2c1,-11
O=C(CCN1C(=O)/C(=C\c2ccccc2F)SC1=S)N1CCOCC1,-6
OC(c1ccc(F)cc1)c1ncc(-c2ccc(Oc3ccccc3)cc2)[nH]1 (stereo unspecified),-2
CC(C)C[C@@H](COCc1cccc(Cl)c1)N1CCN(C(=O)c2cccc(C(F)(F)F)c2)CCC1=O,14
O=C(NC(c1ccc(Cl)cc1)c1ccsc1)C1CCN(Cc2cccc(C(F)(F)F)c2)CC1 (stereo unspecified),11
Cc1ccc(-c2cnc(C(O)c3cc(Cl)cc(Cl)c3)[nH]2)cc1 (stereo unspecified),7
O=C(c1ccco1)N1CCN(C2CN(C3CCCCC3)S(=O)(=O)C2)CC1 (stereo unspecified),-13
CCCCCCN1C[C@H](O)[C@@H](n2cc(COC(=O)c3ccccc3)nn2)C[C@@H]1c1ccc(C)cc1,6
CNc1nc(NCCCN2CCCC2=O)c2sccc2n1,6
CCNC(=O)C1CCCN(C(=O)Cc2cccs2)CC1 (stereo unspecified),-7
Cc1ccccc1-c1cc2nc(NCCN3CCCC3)n(C)c(=O)c2s1,-10
Cn1c(NCCc2ccncc2)nc2cc(-c3ccsc3)sc2c1=O,18
O=S1(=O)CCN(CCCc2ccccc2)CC1,-3
C[C@@H]1CCCCO[C@H](CN(C)S(=O)(=O)c2cccs2)[C@H](C)CN([C@@H](C)CO)C(=O)c2cc(NC(=O)NC3CCCCC3)ccc2O1,-1
Cn1nnc(NC(=S)NC(=O)c2ccc3ccccc3c2)n1,1
Cc1ccc(S(=O)(=O)N2CCC(=O)N([C@H](COCc3ccc(C(F)(F)F)cc3)Cc3ccccc3)CC2)cc1,29
CC(C)(C)S(=O)(=O)N1C[C@H]2CC/C=C\C/C=C\2[C@@H]1CCO,-2
O=C(CC[C@H]1O[C@@H](n2ccc(=O)[nH]c2=O)[C@H](O)[C@@H]1O)NCc1ccco1,-2
COc1ccc(-c2cc(NC(C)=O)c3ncc(-c4cccc(C(C)=O)c4)n3c2)cc1OC,16
O=C1NC[C@H](Cc2ccccc2)N(C[C@@H]2CCCN2C[C@H](Cc2ccccc2)N2C[C@H](Cc3ccc(O)cc3)N(CCc3ccccc3)C(=O)C2=O)C1=O,-8
Cc1ccc(S(=O)(=O)NC(=O)C2(C)CCN2C(=O)c2ccccc2)cc1 (stereo unspecified),-1
COc1ccc(C2=C(c3ccccc3)OC(OC)c3cc(F)ccc32)cn1 (stereo unspecified),4
CN1CCN(c2cccc3c2S(=O)(=O)N[C@@H](Cc2ccccc2)CO3)CC1,-1
CCOC(=O)C1=CC[C@@H](c2ccccc2)N(S(=O)(=O)c2ccc(C)cc2)[C@H]1/C=C/c1ccccc1,6
Cc1cc(F)ccc1C(O)c1ncc(-c2ccccc2C(F)(F)F)[nH]1 (stereo unspecified),5
CC1(C(=O)NS(=O)(=O)c2ccccc2)CCN1C(=O)c1cccc2ccccc12 (stereo unspecified),2
COc1ccc(NC(=O)C(c2ccnc3ccccc23)n2c(=O)c(-c3ccco3)nc3ccccc32)cc1 (stereo unspecified),5
O=C(NC1CCCCC1)C1c2ccccc2OCC(=O)N1CCc1c[nH]c2ccccc12 (stereo unspecified),-4
CCCCC[C@H](C)N1C[C@H](COCc2ccccc2)Oc2cc(N3CC[C@H](O)C3)ccc2S1(=O)=O,7
COC(=O)C1=C(C)NC(C)=C(C(=O)OC)C1C(=O)OCC(=O)NC1CCCCC1C (stereo unspecified),-3
C[C@@H]1CN([C@@H](C)CO)C(=O)CCCn2nncc2CO[C@@H]1CN(C)C(=O)C1CCCCC1,-2
CCCCCCCCN1C(=O)[C@H](CC(=O)NCc2cccc(C(F)(F)F)c2)C[C@@]2(C(=O)OCC)CCCC=C12,13
CC1(C(=O)NCc2ccco2)Cc2c(-c3ccc(C(N)=O)cc3)ccnc2O1 (stereo unspecified),-6
CC1=C(C(=O)N2CCOCC2)CC(CC(=O)NCc2cccs2)C(=O)N1CCC1=CCCCC1 (stereo unspecified),-6
CCN(CC)C(=O)c1ccc(Cc2cn(C)c3ccccc23)nc1,4
CC1(C(=O)NS(=O)(=O)C2CC2)CCCN(C(=O)c2ccc(F)cc2Cl)C1 (stereo unspecified),-2
COc1ccc(C(=O)OCc2ccccc2C#N)cc1S(=O)(=O)N1CCOCC1,-2
CCNC(=O)C1(C)CCN1CCC(=O)c1ccc(C)cc1 (stereo unspecified),-11
O=C(CC[C@H]1O[C@@H](n2ccc(=O)[nH]c2=O)[C@H](O)[C@@H]1O)NCCc1c[nH]c2ccccc12,-8
O=C1CCC(C(=O)N2CCN(c3cnccn3)CC2)CN1CCc1ccccc1 (stereo unspecified),-5
CCOC(=O)C(C#N)C(=N)C1C(=O)OC2CCCCC21 (stereo unspecified),-6
C[C@@H]1CCCCO[C@H](CN(C)S(=O)(=O)c2cccs2)[C@@H](C)CN([C@H](C)CO)C(=O)c2cc(NC(=O)Nc3ccc4c(c3)OCO4)ccc2O1,1
CN1CCn2cnc(C(=O)NCc3ccc(CNC(=O)OC(C)(C)C)cc3)c2C1=O,-14
CC(C)(C)c1ccc(C(=O)N2CCC2(C)C(=O)NS(=O)(=O)c2ccccc2Cl)cc1 (stereo unspecified),-1
CC(C)c1ccc(CNC(=O)C2(C)CCCN2C)cc1 (stereo unspecified),1
CN(C)c1ccc(Sc2ccc3nc(N)nc(N)c3c2)cc1,-23
CCCCc1c(-c2ccccc2OC)ncn1CCc1ccccc1Cl,8
COc1cc(OC)cc(C2=Cc3ccccc3C(CC(C)=O)N2c2ccc(-c3cncnc3)cc2)c1 (stereo unspecified),8
CC(=O)N1CCN(Cc2cc(=O)oc3cc(C)ccc23)CC1,-1

# Remaining list, next part
SMILES,EBI2 block
CCOc1ccc(Cl)cc1-c1cc(C(=O)NCCOC)[nH]n1,-3
CC1(C(=O)NS(=O)(=O)c2ccccc2Cl)CCN1C(=O)CC1CC1 (stereo unspecified),-4
Cc1nc2ccc(C(=O)Nc3cccc(OCC(=O)N(C)C)c3)cn2c1N(C)CC1CCCCC1,8
CC1(C(=O)Nc2cccc3ccccc23)CCN1C(=O)Cc1ccc(Cl)cc1Cl (stereo unspecified),7
CC1=C(C(=O)N(C)C)CC(CC(=O)NCc2cccc3ccccc23)C(=O)N1Cc1ccccc1 (stereo unspecified),-11
CCCNC(=O)C1(C)CCN1C(=O)c1ccc(C(C)(C)C)cc1 (stereo unspecified),-9
CC(=O)Nc1ccc(NC(=O)C2(C)Cc3c(-c4ccc5c(c4)OCO5)ccnc3O2)cc1 (stereo unspecified),6
Cc1ccc(S(=O)(=O)NCc2ccccc2NS(=O)(=O)c2ccc(C)cc2)cc1,2
CCOC(=O)C1(C)CCCN(C(=O)C(c2ccccc2)c2ccccc2)C1 (stereo unspecified),7
CCOC1=C2[C@@H](CN(S(=O)(=O)c3ccc(C)cc3)[C@H]2c2ccccc2F)[C@H]2C(=O)N(Cc3ccccc3)C(=O)[C@H]2C1,12
O=C1C=C(C#Cc2ccccc2)C[C@@H](c2ccc(F)cc2)C1,37
O=C(CCc1nnc(Cc2c[nH]c3ccccc23)o1)NCCC1CCCCO1 (stereo unspecified),-3
C[C@@H]1CN([C@H](C)CO)C(=O)CCCn2nncc2CO[C@H]1CN(C)S(=O)(=O)c1ccc(Oc2ccccc2)nc1,-4
Cc1nc(-c2ccc(F)cc2)c(CC(=O)N(C)CC(=O)Nc2cccc(F)c2)s1,-2
CCCS(=O)(=O)NC(=O)C1(C)CCN(C(=O)c2ccc(F)c(C)c2)C1 (stereo unspecified),-6
COCCNC(=O)C1(C)CCN(C(=O)C2(c3ccc(Cl)cc3)CCCC2)C1 (stereo unspecified),-10
COc1ccc(-c2oc3c(c2C#CC(C)(C)O)C(OC)CCC3)cc1 (stereo unspecified),13
CC1(C)Oc2cc3oc(C(=O)O)cc(=O)c3cc2-c2ccccc21,0
CC1(C(=O)NS(=O)(=O)C2CC2)CCCN(C(=O)COc2ccccc2)C1 (stereo unspecified),-8
COc1cccc(C(=O)c2ccncc2C(=O)O)c1OC,-14
C[C@H](CO)N1C[C@H](C)[C@@H](CN(C)Cc2ccc(Cl)c(Cl)c2)OCCCC[C@H](C)Oc2ccc(NC(=O)CCC(F)(F)F)cc2C1=O,33
COCCNc1nc(NC(C)C)nc2ccsc12,-12
CN(C)S(=O)(=O)c1cccc(NC(=O)C2CCCN(C(=O)c3ccc(Cl)cc3)C2)c1 (stereo unspecified),2
COc1cccc(C(C)(O)c2nc(-c3ccc(F)cc3OC)cs2)c1 (stereo unspecified),0
COCCN1C(=O)CSCC1(C)C(=O)Nc1ccc2c(c1)OCCO2 (stereo unspecified),-5
Cc1ccc2c(C)c(C(=O)N3CCC(C(N)=O)(N4CCCCC4)CC3)oc2c1C,18
CC(C)(C)NC(=O)CN1C(=O)c2cccc3cccc1c23,-5
Cc1c(C(=O)NCc2ccc3c(c2)OCO3)sc(=O)n1Cc1ccc(S(=O)(=O)N(C)C)cc1,-2
COC(=O)C[C@@H]1C[C@H]2c3cc(NS(=O)(=O)c4ccccc4)ccc3O[C@H]2[C@@H](CO)O1,0
O=C1[C@H]2[C@@H](c3ccc(C(F)(F)F)cc3)N[C@]3(CCCN(Cc4ccc(Cl)cc4)C3=O)[C@H]2C(=O)N1Cc1ccccc1,21
CC(C)c1cc(Cn2c3ccccc3c(=O)n2C(C)Cn2cc(CCc3ccccc3)nn2)on1 (stereo unspecified),7
CN(C)C(=O)c1cccc(-c2cnc3c(NC=O)cc(-c4ccc(N(C)C)cc4)cn23)c1,21
OC[C@H]1O[C@@H](c2nc(-c3nc(-c4ccc(F)cc4)no3)cs2)[C@H](O)[C@@H](O)[C@H]1O,1
Cn1c(=O)c2cc(NC(=O)Cc3ccccc3F)ccc2n1-c1ccc(C(C)(C)C)cc1,17
COc1ccccc1CCC(=O)NNC(=O)Cn1nc(C)cc1C,-5
CC(C)(C)S(=O)N1Cc2cc(C(=O)NCc3ccc4c(c3)OCO4)nc(-c3cccc(-c4ccccc4)c3)c2[C@@H]1CCO (stereo partly specified),46*
CC1=C(C(=O)N(C)C)CC(CC(=O)NCc2ccco2)C(=O)N1Cc1ccccc1 (stereo unspecified),-2
CC(=O)NC(C)(c1ccccc1)c1nc(-c2ccncc2)cs1 (stereo unspecified),-3
Cc1ccc(Cn2cc(CN3CC(N4CCCC4)CS3(=O)=O)nn2)cc1 (stereo unspecified),7

# A different layout for part of the listing above.
EBI2 block	mol
17	Cn1c(=O)c2cc(NC(=O)Cc3ccccc3F)ccc2n1-c1ccc(C(C)(C)C)cc1
7	CC(C)c1cc(Cn2c3ccccc3c(=O)n2C(C)Cn2cc(CCc3ccccc3)nn2)on1 (stereo unspecified)
21	CN(C)C(=O)c1cccc(-c2cnc3c(NC=O)cc(-c4ccc(N(C)C)cc4)cn23)c1
-2	CC1=C(C(=O)N(C)C)CC(CC(=O)NCc2ccco2)C(=O)N1Cc1ccccc1 (stereo unspecified)
-5	COc1ccccc1CCC(=O)NNC(=O)Cn1nc(C)cc1C
46*	CC(C)(C)S(=O)N1Cc2cc(C(=O)NCc3ccc4c(c3)OCO4)nc(-c3cccc(-c4ccccc4)c3)c2[C@@H]1CCO (stereo partly specified)
1	OC[C@H]1O[C@@H](c2nc(-c3nc(-c4ccc(F)cc4)no3)cs2)[C@H](O)[C@@H](O)[C@H]1O
